Sm TGR block = qHTS Assay for the Inhibitors of Schistosoma Mansoni Peroxiredoxins | AID 485364, 2010 | purified TGR, DTNB reduction, TNB absorbance 405 nm | Potency, µM (series often up to 114 µM), for the others: at the top dose activity change, negative = inhibition, hits mostly inhibitors | Schistosoma mansoni thioredoxin glutathione reductase (TGR), Q962Y6 | hit rate 3% among 360,000; also: nearly all actives have a fitted effect of over 60% in size
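TGR 20 nM + NADPH 100 uM (dispensed conc.), cpd preinc 15 min RT; start with NADPH (500 uM addition) then DTNB (15 mM addition). Kinetic TNB absorbance, 405 nm filter. Four-parameter Hill fit across titration.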
Tb PYK inh = qHTS of Trypanosoma Brucei Inhibitors | pyruvate kinase (Trypanosoma brucei), Q57TT1 | TbPYK enzyme, Kinase-Glo Plus ATP luminescence, 45 min | Potency, µM (doses to about 76.8 µM), inactives show at the highest dose activity, negative = inhibition, usual class: inhibitors | hit rate 0.12% among 410,000 | AID 624173, 2012; also: nearly all actives have a fitted effect of over 50% in size
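Screened from lowest to highest concentration, compounds were pinned into TbPYK/substrate mixtures, and ADP (130 uM final) was added. Plates sat at room temperature for 45 min prior to Kinase-Glo Plus detection by luminescence.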
HCV inh = qHTS Assay for Inhibitors of Hepatitis C Virus (HCV). hit rate 3.4% among 340,000. Huh7.5.1 HCVcc-Cre infection, luciferase reporter, 44 h. Potency, µM (series often up to 41.8 µM), inactives show at the top dose activity change, negative = inhibition, hits mostly inhibitors
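Reporter virus HCVcc-Cre (~0.5 moi) infects cells exposed to compound; seeding density 1,000 cells/well with 4 h settling beforehand. Luminescence, 15 sec read, taken 44 h post-infection following a 15 min RT substrate incubation.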
Pf growth 96h = Primary qHTS for delayed death inhibitors of the malarial parasite plastid, 96 hour incubation; P. falciparum luciferase reporter growth, 96 h; Potency, µM (series often up to 28.7 µM), for inactives: at the highest dose activity change, negative = inhibition, actives largely listed as inhibitors; hit rate 6.9% among 320,000; AID 504834, 2011
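96 h incubation, 37 C, 5% CO2, of luciferase-reporter P. falciparum-infected RBCs (2% hematocrit, 0.05% parasitemia final) with test compounds; endpoint luminescence.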
Pf growth 48h = Primary qHTS for delayed death inhibitors of the malarial parasite plastid, 48 hour incubation | hit rate 5.9% among 310,000 | P. falciparum luciferase growth in erythrocytes, 48 h | Potency, µM (titrated, usually from 28.7 µM), for inactives: at the top dose activity change, negative = inhibition, hits mostly inhibitors | AID 504832, 2011
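Parasite viability was followed by luminescence of a genomically integrated firefly luciferase. Cultures held 0.1% parasitemia at 2% hematocrit (final), incubated under 5% CO2 at 37 C.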
LmPK inhibitor = qHTS Assay for Inhibitors of Leishmania Mexicana Pyruvate Kinase (LmPK); purified LmPK, Kinase-Glo ATP luminescence, 1 h; Potency, µM (series often up to 57.5 µM), without a hit: at the top dose activity change, negative = inhibition, most hits filed as inhibitors; hit rate 0.37% among 290,000; AID 1721, 2009
Target sequence (Q27686 whole entry, looked up): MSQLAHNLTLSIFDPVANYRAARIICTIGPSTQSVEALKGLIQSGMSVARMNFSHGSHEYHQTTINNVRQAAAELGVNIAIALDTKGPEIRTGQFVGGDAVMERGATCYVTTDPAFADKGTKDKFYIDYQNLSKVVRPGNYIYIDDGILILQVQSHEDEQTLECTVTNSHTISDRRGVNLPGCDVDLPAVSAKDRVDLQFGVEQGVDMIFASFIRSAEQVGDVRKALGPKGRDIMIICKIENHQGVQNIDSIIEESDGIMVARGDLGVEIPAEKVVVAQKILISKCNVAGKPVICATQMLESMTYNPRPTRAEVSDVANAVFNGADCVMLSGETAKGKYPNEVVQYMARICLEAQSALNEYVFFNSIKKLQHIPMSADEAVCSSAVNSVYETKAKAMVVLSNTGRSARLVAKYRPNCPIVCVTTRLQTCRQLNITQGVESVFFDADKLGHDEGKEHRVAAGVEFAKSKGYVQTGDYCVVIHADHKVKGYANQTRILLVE
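Pyruvate kinase activity monitored as ATP production (luciferase luminescence). Conditions: 0.1 nM enzyme, 0.5 mM PEP, 0.1 mM ADP, 1 h, RT; normalized against uninhibited and no-enzyme wells.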
* hit, by the source's call; ? = inconclusive; . = not tested or not shown; & = joins results of further samples; [ ] = dose if it differs, or a comment. Calls follow the shape of the dose curve; as a rule, active = well fitted curve in the direction sought with a large enough effect; inconclusive = small, poorly fitted or top-dose-only effect, or another doubt; inactive = no such curve, though single readings can be large; an effect the other way counts as inactive or inconclusive. % is scaled to controls: 0 for no effect and ±100 for the full control effect; potency is read from the fitted curve at half-maximal effect. The order is random, and some 16% of all compounds hit somewhere here.

SMILES	Sm TGR block	Tb PYK inh	HCV inh	Pf growth 96h	Pf growth 48h	LmPK inhibitor
CCOC(=O)c1c(C)[nH]c(C=O)c1Cc1cccc(Cl)c1	-3.8%	-2.1%	19.6%	23.2%	2.2%	3.4%
CC(C)CN(C(=O)COC(=O)c1ccc2c(c1)OCCO2)c1c(N)n(Cc2ccccc2)c(=O)[nH]c1=O	-15.0%	8.8%	-13.5%	?	?	.
CCCC(=O)Nc1ccc(OCC(=O)OC)cc1	0.0%	1.7%	-0.1%	.	2.0%	2.6%
O=C(CSc1nnc(Cc2ccccc2)o1)Nc1cccc(F)c1	?	5.2%	-9.2%	?	29.6%	-0.7%
Brc1ccc(CN2CC[C@H]3C=CCc4cccc(c43)C2)cc1	?	1.8%	-12.9%	?	3.29µM*	.
Cc1ccc(C)c(N2CN(Cc3cccnc3)CNC2=S)c1	-11.9%	5.4%	9.5%	-20.6%	1.8%	-0.5%
COc1ccc(CNC(=O)C2CCN(S(=O)(=O)N3CCCC3)CC2)c(OC)c1	0.0%	-22.0%	13.0%	24.2%	-9.0%	2.4%
O=C(CSc1ccncc1)Nc1ccc2ccccc2c1	4.3%	1.2%	?	24.2%[5.75 µM]	-26.8%	0.8%
COc1ccc(OC)c(Nc2nc(N(C)c3ccccc3)nc(N)c2[N+](=O)[O-])c1	3.0%	2.1%	5.01µM*	?	?	1.3%
CN(C)c1ccc(C2CC(c3cccc(NS(C)(=O)=O)c3)=NN2C(=O)c2ccccc2)cc1 (centres undefined)	3.5%	-4.4%	-22.3%	40.2%[activator]	?	5.5%
CCOC(=O)C(C(=O)OCC)C1N=C(N)N=C2Oc3ccccc3N21 (centres undefined)	-5.2%	3.1%	3.3%	0.2%	19.2%	1.0%
O=C(Nc1ccccc1OC(F)F)c1ccc(Br)o1	2.3%	-3.1%	-19.7%	8.9%	25.0%	-3.4%

4 compounds from above with just LmPK inhibitor, HCV inh and Pf growth 48h.
compound | LmPK inhibitor | HCV inh | Pf growth 48h
COc1ccc(CNC(=O)C2CCN(S(=O)(=O)N3CCCC3)CC2)c(OC)c1 | 2.4% | 13.0% | -9.0%
O=C(CSc1ccncc1)Nc1ccc2ccccc2c1 | 0.8% | ? | -26.8%
COc1ccc(OC)c(Nc2nc(N(C)c3ccccc3)nc(N)c2[N+](=O)[O-])c1 | 1.3% | 5.01µM* | ?
CN(C)c1ccc(C2CC(c3cccc(NS(C)(=O)=O)c3)=NN2C(=O)c2ccccc2)cc1 (centres undefined) | 5.5% | -22.3% | ?

Next part
SMILES	Sm TGR block	Tb PYK inh	HCV inh	Pf growth 96h	Pf growth 48h	LmPK inhibitor
Cc1ccccc1Cn1c2ccccc2c2cn[nH]c(=O)c21	1.1%	0.1%	?	10.4µM*	?	3.7%
Cc1nccn1CCCN1C(=O)OC2(CCCCC2)C1(C)O (centres undefined)	-1.1%	-1.9%	13.1%	45.0%[activator]	-24.2%	7.4%
COc1ccccc1N(CCC#N)C(=O)COC(=O)CCC(=O)c1ccc(F)cc1	-8.9%	4.3%	3.1%	-3.3%	-9.5%	.
CC(C)CCNC(=S)NC1CCCC1	7.5%	0.0%	-7.2%	36.6%[activator]	-19.9%	-0.4%
CCc1nnc(NC(=O)CSc2nc(-c3ccccc3)nc3ccccc23)s1	-7.8%	-5.7%	0.8%	19.6%	-5.7%	0.5%
CCCN1CCC(NC(=O)C2CCN(C(C)=O)CC2)CC1	-0.3%	-3.0%	19.0%	?	6.9%	-0.4%
COc1ccccc1N1CCN(C(=O)c2ccc(Cl)c(S(=O)(=O)N3CCCC3)c2)CC1	3.3%	-2.5%	11.2µM*	?	?	9.2%[11.5 µM]
CCSc1ccccc1C(=O)NCCCn1ccnc1	-4.8%	-4.1%	6.4%	31.0%[activator]	11.0%	-9.7%
O=C(COc1ccc(Br)cc1Cl)NC(=S)N1CCc2ccccc21	5.5%	-6.4%	8.4%	?	40.0%[activator]	-0.1%
CNc1nc(SC)nc(N(C#N)CC(=O)OC)n1	-20.9%	-1.1%	-11.4%	8.28µM*	-10.7%	-6.3%
CSc1ncc2c(n1)-c1cc(C)ccc1SC2	1.0%	-0.7%	8.91µM*	8.5%	4.3%	6.2%
CNc1c(NS(=O)(=O)c2cc(Cl)ccc2OC)c(=O)oc2ccccc12	-10.4%	1.2%	6.6%	-19.5%	-2.5%	3.8%

The last 5 compounds of the part above come first, to join the parts:
SMILES	Sm TGR block	Tb PYK inh	HCV inh	Pf growth 96h	Pf growth 48h	LmPK inhibitor
CCSc1ccccc1C(=O)NCCCn1ccnc1	-4.8%	-4.1%	6.4%	31.0%[activator]	11.0%	-9.7%
O=C(COc1ccc(Br)cc1Cl)NC(=S)N1CCc2ccccc21	5.5%	-6.4%	8.4%	?	40.0%[activator]	-0.1%
CNc1nc(SC)nc(N(C#N)CC(=O)OC)n1	-20.9%	-1.1%	-11.4%	8.28µM*	-10.7%	-6.3%
CSc1ncc2c(n1)-c1cc(C)ccc1SC2	1.0%	-0.7%	8.91µM*	8.5%	4.3%	6.2%
CNc1c(NS(=O)(=O)c2cc(Cl)ccc2OC)c(=O)oc2ccccc12	-10.4%	1.2%	6.6%	-19.5%	-2.5%	3.8%
O=C(COC(=O)/C=C/c1ccc(S(=O)(=O)N2CCOCC2)cc1)NCc1ccc2c(c1)OCO2	-8.4%	4.6%	22.5%	-13.0%	0.5%	2.7%
N#CCCN(C(=O)COC(=O)c1ccc2ccccc2n1)c1ccccc1	-2.1%	-11.0%	12.3%	-10.5%	-7.8%	.
Cc1onc(-c2c(Cl)cccc2Cl)c1C(=O)N=C(N)N1CCCC1	4.6%	-4.4%	-16.3%	-27.6%	26.5%	8.0%
COc1ccc(C(=O)Nc2ccccc2)cc1S(=O)(=O)NCc1ccco1	44.7µM*	-5.7%	-9.6%	-4.7%	-13.7%	-2.9%
CCOC(=O)Nc1ccc2c(c1)N(C(=O)N1CCN(C)CC1)c1ccccc1S2	-2.3%	-1.6%	-16.3%&-7.0%	?	?	2.3%
O=C(Cc1ccc(-c2ccccc2)cc1)NC1CCCC1	-5.9%	-1.1%	8.3%	-2.4%	-12.8%	2.0%
O=C(O)CN1CCN(Cc2cccc(Cl)c2)C1=O	-7.3%	1.4%	13.6%	-2.3%	-1.9%	1.2%
C[C@H](CCCC(C)(C)O)[C@H]1CC[C@H]2[C@@H]3CC=C4C[C@@H](O)CC[C@]4(C)[C@H]3CC[C@]12C	.	5.9%	.	-5.9%	1.6%	.
Cc1ccc(NC(=O)C(=O)NN)cc1	10.0%	2.3%	16.4%	8.8%	35.2%[activator]	-0.2%
COc1ccc(N(CC(=O)N2CCOCC2)S(C)(=O)=O)c(OC)c1	2.5%	-26.4%	15.8%	-16.3%	45.8%[activator]	5.2%
CC(C)(CNC(=O)c1ccc(S(=O)(=O)Nc2cccc(C(F)(F)F)c2)cc1)N1CCOCC1	-3.6%	-14.4%	-6.9%	-3.8%	?	.
N#CCCN(C(=O)COC(=O)CNC(=O)c1cccs1)c1ccc(F)cc1	-1.2%	1.8%	30.7%[activator]	42.7%[activator]	8.8%	.
Cc1sc(-n2c(C)cc(/C=N/n3cnnc3)c2C)c(C#N)c1C	6.4%	-15.0%	.	?	-3.8%	-0.2%
CCN1CCN(Cc2ccc3c(c2)Cc2ccccc2-3)CC1	3.0%	.	.	-16.8%	?	-1.3%
COc1cccc(N2CCN(C(=O)CN(c3ccc(C)cc3)S(=O)(=O)c3c(C)n[nH]c3C)CC2)c1	2.5%	1.7%	-0.3%	14.3%	.	-0.4%
O=C(CSc1nnnn1Cc1ccccc1)NCC(=O)c1ccccc1	50.1µM*	4.2%	-1.2%	24.7%	-2.5%	-1.3%
S=C(Nc1ccc(Cl)cc1Cl)NC1CCCCC1	-24.7%	-8.6%	?	-28.5%	33.5%[activator]	0.5%
CCCC[C@H]1COCCS(=O)(=O)N1Cc1ccc(C)cc1	-5.5%	2.9%	-18.3%	11.5%	-13.9%	-1.5%
COc1ccc(C(=O)Nc2ccc(NC(=O)c3cccs3)cc2)cc1Cl	-0.3%	-27.8%	-12.4%	?	-9.2%	3.5%
COc1ccc2c(-c3ccccc3)cc(=O)[nH]c2c1	-2.2%	-2.8%	1.3%	.	?	1.5%
CC1CCN(S(=O)(=O)c2csc(C(=O)Nc3ccccc3)c2)CC1	-20.6%	0.0%	?	.	0.8%	1.1%
COc1ccc(N(Cc2cc3ccccc3[nH]c2=O)S(=O)(=O)c2ccc(C)cc2)cc1	10.6%	-2.6%	-1.6%	-21.7%	-5.8%	-2.1%
O=c1[nH]c2cc3c(cc2cc1CN(CCCO)C(=S)NCc1ccco1)OCO3	-5.3%	?	-1.3%	20.9%	-12.3%	2.0%
O=C(N/N=C/c1cc(Br)c(Br)s1)c1ccncc1	0.9%	-9.6%	?	?	?	3.2%
C=CCNC(=O)CCCC(=O)NCC=C	-8.1%	2.3%	2.6%	-19.3%	3.8%	1.3%
CCC(=O)Nc1nc2ccc(NC(C)=O)cc2s1	6.6%	5.0%	12.6%	50.6%[activator]	129.2%[activator]	0.0%
COC(=O)CSc1nnc(-c2ccc(OC)cc2OC)o1	-11.9%	-15.2%	11.6%	59.4%[activator]	-12.6%	-8.4%
Cc1ccc(-c2csc(N(Cc3ccccc3)C(=O)COc3ccccc3)n2)cc1	3.2%	3.7%	15.5%	41.8%[activator]	41.1%[activator]	-2.2%
CN(C(=O)c1ccccc1F)C(c1ccccc1)c1ccccc1	1.3%	0.0%	2.4%	?	?	0.4%
Cc1ccc(C(=O)N2CCN(C)CC2)cc1S(=O)(=O)N1CCCCC1	0.0%	-5.4%	23.2%	?	-11.7%	3.1%
COC(=O)c1ccc(S(=O)(=O)NCc2ccccn2)n1C	-0.3%	-0.1%	7.4%	2.7%	8.2%	-4.6%
CCN(CC(=O)Nc1c(F)cccc1F)C(=O)c1ccc2ncsc2c1	-2.8%	0.5%	23.1%	20.9%	1.5%	.
Cc1ccc(Cl)cc1NC(=O)NCc1ccccn1	-22.6%	2.9%	-8.1%	?	13.9%	3.8%
CCC(CC)NCC(O)COc1ccc(Br)cc1 (centres undefined)	6.8%	-8.2%	?	7.38µM*	3.7µM*	-4.8%
CN(c1ccccc1)S(=O)(=O)c1ccc(C(=O)Nc2nnc(-c3ccco3)o2)cc1	1.8%	0.1%	?	7.38µM*	?	4.4%[11.5 µM]
COc1cccc2cc(C(=O)CC3(O)C(=O)N(Cc4ccccc4)c4ccccc43)c(=O)oc12 (centres undefined)	-35.5%	-1.4%	11.2%	32.4%[activator]	-15.9%	1.4%
O=C(CCl)Nc1nccs1	3.16µM*	0.5%	-27.2%	?	?	7.3%
O=C1CN(c2nc(-c3ccccc3)c3ccccc3n2)c2ccccc2N1	-1.9%	-1.7%	?	-2.7%	?	-1.1%
CCc1c(C(=O)NC2CCCc3ccccc32)[nH]c(C)c1C(C)=O (centres undefined)	-13.4%	8.0%	5.1%	?	-19.6%	3.5%
CCC(=O)Nc1cc(Cl)ccc1N1CCN(C(=O)CC)CC1	-26.7%	-4.0%	-10.6%	16.7%	?	0.3%
Cc1cc(C)cc(NC(=O)NC2CCN(CC(=O)Nc3cccc(Cl)c3C)CC2)c1	-1.0%	1.7%	-10.2%	11.4%	-2.7%	0.5%
CN(C)S(=O)(=O)N1CCc2ccccc21	?	4.9%	11.8%	.	-1.0%	1.2%
COC(=O)c1c(NC(=O)c2ccccc2)sc2c1CC(C)(C)NC2(C)C	17.3%	-5.9%	7.7%	50.1%[activator]	48.6%[activator]	8.7%

From PubChem BioAssay
